MITF inh – inhibitors of human MITF | AlphaScreen MITF homodimerization, bead proximity signal | inhibition, % at 2.6 µM | actives 0.91% (n = 650,000) | AID 1259374; in the data active means inhibition above about 50%;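 further: 0% = vehicle wells with protein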
Target sequence (O75030 whole entry, looked up): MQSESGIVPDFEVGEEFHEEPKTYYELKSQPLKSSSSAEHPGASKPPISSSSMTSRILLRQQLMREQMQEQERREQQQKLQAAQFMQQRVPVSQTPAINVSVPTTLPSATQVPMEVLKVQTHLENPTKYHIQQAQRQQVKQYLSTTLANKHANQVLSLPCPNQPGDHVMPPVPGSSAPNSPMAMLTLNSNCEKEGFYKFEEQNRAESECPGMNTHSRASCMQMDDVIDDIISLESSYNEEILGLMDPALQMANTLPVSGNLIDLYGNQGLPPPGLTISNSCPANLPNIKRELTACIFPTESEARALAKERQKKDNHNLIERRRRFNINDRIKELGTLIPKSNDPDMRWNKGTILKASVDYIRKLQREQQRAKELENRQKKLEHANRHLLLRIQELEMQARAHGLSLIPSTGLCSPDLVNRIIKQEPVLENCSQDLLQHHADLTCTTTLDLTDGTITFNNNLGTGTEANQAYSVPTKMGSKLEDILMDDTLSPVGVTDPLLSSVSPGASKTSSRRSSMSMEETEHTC
FBW7 activator – activators of human E3 ligase FBW7. Q969H0. AlphaScreen FBW7–phospho-cyclin E peptide binding, activator screen. normalized activity (activation), % at 26.1 µM. actives 0.13% (n = 650,000). AID 1259310; in the data active means normalized activity above about 1.9%;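 further: purified mutant Fbw7 with reduced substrate affinity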
TEAD-YAP inh – TEAD-YAP interaction inhibition. HEK-TIYL cells, TEAD-Gal4/YAP UAS-luciferase luminescence. actives 1.4% (n = 640,000). inhibition, % at 9.12 µM; in the data active means inhibition above about 32%;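 further: 0% = median of test compound wells and 100% = reference inhibitor wells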
GPR151 activ – activates the human receptor GPR151; PathHunter beta-arrestin GPR151 cells, luminescence; activation, % at 11.2 µM; actives 1% (n = 650,000); AID 1508602; in the data active means activation above about 4.9%;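 further: 0% = median of compound wells and 100% = cells with positive control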
Target sequence (Q8TDV0 whole entry, looked up): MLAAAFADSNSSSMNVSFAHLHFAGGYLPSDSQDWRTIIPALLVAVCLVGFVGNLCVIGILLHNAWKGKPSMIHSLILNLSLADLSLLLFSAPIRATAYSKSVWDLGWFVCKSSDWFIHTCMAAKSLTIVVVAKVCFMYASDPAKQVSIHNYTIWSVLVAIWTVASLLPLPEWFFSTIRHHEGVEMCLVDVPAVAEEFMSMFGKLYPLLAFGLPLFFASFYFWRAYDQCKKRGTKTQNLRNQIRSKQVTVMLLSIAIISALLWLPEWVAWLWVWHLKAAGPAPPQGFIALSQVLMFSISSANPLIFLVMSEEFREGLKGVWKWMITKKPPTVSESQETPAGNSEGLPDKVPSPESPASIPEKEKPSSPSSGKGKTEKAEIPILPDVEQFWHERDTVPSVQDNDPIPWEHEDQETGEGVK
* marks the source's active call; other numbers are inactive results; / = not tested or not shown.

A first look, six compounds:
SMILES | MITF inh | FBW7 activator | TEAD-YAP inh | GPR151 activ
Cc1ccccc1Cn1cc(SCC(N)=O)c2ccccc21 | 1.2 | 0.2 | -0.2 | 0.2
O=C(Nc1cccc(F)c1)N1CCC(n2nnc3cc(C(F)(F)F)ccc32)CC1 | -3.1 | 0.1 | -5.5 | -0.8
COCC(=O)N1CCC(C(Cc2cccc(OC)c2)N(C)C(=O)CC(C)C)CC1 (configuration not stated) | -5.9 | -0.1 | -9.7 | 0.2
Cc1cc(N2CCN(C)CC2)nc2ccc(NC(=O)CCC(=O)N3CCCC3)cc12 | -8.4 | 0.0 | -7.5 | -0.8
O=C(NCCN1CCCOC1=O)C(=O)NCCN1CCCOC1=O | -0.3 | -0.1 | -1.3 | -0.3
COc1ccccc1/C=C/C1=NC(=C\c2ccc(SC)cc2)/C(=O)O1 | 13.9 | 0.2 | -0.8 | -1.8

The list itself, repeating the preview:
SMILES | MITF inh | FBW7 activator | TEAD-YAP inh | GPR151 activ
Cc1ccccc1Cn1cc(SCC(N)=O)c2ccccc21 | 1.2 | 0.2 | -0.2 | 0.2
O=C(Nc1cccc(F)c1)N1CCC(n2nnc3cc(C(F)(F)F)ccc32)CC1 | -3.1 | 0.1 | -5.5 | -0.8
COCC(=O)N1CCC(C(Cc2cccc(OC)c2)N(C)C(=O)CC(C)C)CC1 (configuration not stated) | -5.9 | -0.1 | -9.7 | 0.2
Cc1cc(N2CCN(C)CC2)nc2ccc(NC(=O)CCC(=O)N3CCCC3)cc12 | -8.4 | 0.0 | -7.5 | -0.8
O=C(NCCN1CCCOC1=O)C(=O)NCCN1CCCOC1=O | -0.3 | -0.1 | -1.3 | -0.3
COc1ccccc1/C=C/C1=NC(=C\c2ccc(SC)cc2)/C(=O)O1 | 13.9 | 0.2 | -0.8 | -1.8
COc1ccc(-c2cnnn2-c2ccc(NC(=O)c3cccc(F)c3)cc2)cc1OC | 2.1 | 0.1 | 10.6 | -1.0
CNC(=O)C1CN(Cc2nc3ccccc3s2)CCN1S(=O)(=O)c1cccc(F)c1 (configuration not stated) | -32.4 | 0.0 | 1.2 | 0.3
CC(C)(C)N1C(=O)C(CC(=O)Nc2ccccc2[N+](=O)[O-])SC1=Nc1ccccc1 (configuration not stated) | 9.0 | -0.2 | -2.4 | 0.6
NS(=O)(=O)c1ccc(NC(=O)CSc2nnc(NC(=O)CN3CCCCC3)s2)cc1 | -8.6 | -0.1 | 4.3 | -1.6
C/C(CC(=O)NCc1ccccc1)=N\NC(=O)Cc1ccc(-c2ccccc2)cc1 | 11.7 | 0.0 | 2.0 | -0.4
CCN(CC)S(=O)(=O)c1ccc(C)c(NC(=S)N2CC(C)OC(C)C2)c1 (configuration not stated) | 5.8 | -0.1 | 6.8 | -0.7
O=C(CNc1ccc(F)cc1)N/N=C/c1ccc(Cl)cc1Cl | 11.1 | 0.0 | 1.0 | 0.3
COC(=O)CN(c1cc([N+](=O)[O-])ccc1C)S(C)(=O)=O | -15.2 | -0.1 | 4.9 | 2.2
COc1ccc(N/N=C(\Cl)C(C)=O)cc1 | 20.3 | 1.9* | 3.7 | 0.7
CCCNC(=O)Cn1cnc2sc(C(=O)N3CCC(Cc4ccccc4)CC3)c(C)c2c1=O | 5.0 | 0.5 | 4.1 | -2.3
O=C(O)c1ccc(Cn2c(SCC(=O)c3ccc(F)cc3)nc3ccsc3c2=O)cc1 | -0.6 | 0.3 | -17.4 | -0.5
O=C(NCc1ccco1)c1cnc2n(c1=O)CCS2 | 18.6 | 0.5 | -6.7 | 0.2
CCc1ccc2nc(N3CCC(C(=O)N4CCC(C)CC4)CC3)sc2c1 | -2.6 | -0.1 | 10.1 | 0.6
COc1cc(OC)c(C(=O)OCC(=O)c2cc(C)n(Cc3cccs3)c2C)cc1OC | 19.8 | 0.6 | 4.6 | -0.9
CNc1ccc(C(=O)Nc2nc(C(C)(C)C)cs2)cc1[N+](=O)[O-] | 12.4 | 0.2 | 2.1 | -0.3
CCCC(=O)N1CCc2cc(OC)c(OC)cc2C1C1=C(O)CC(C)(C)CC1=O (configuration not stated) | 3.1 | 0.0 | 6.5 | 0.6
Cn1ccc(NC(=O)Nc2ccc(F)c(Cl)c2)n1 | 9.9 | 0.3 | -26.0 | -1.9
O=[N+]([O-])c1ccc(N/N=C/C2=COCCO2)cc1 | 11.1 | -0.3 | 6.1 | -0.3
Cc1ccc(NC(=O)CN(C)C(=O)CSc2nc3ccccc3c(=O)n2CCO)cc1 | 14.2 | -0.6 | -3.4 | 0.2
COc1ccc(OC)c(C2C(C(=O)Nc3ccccn3)=C(C)NC3=C2C(=O)CC(C)(C)C3)c1 (configuration not stated) | 6.4 | -0.1 | 4.9 | 1.9
O=C(C#Cc1ccccc1)N1CCC[C@@H]2CN(S(=O)(=O)Cc3ccccc3)CC[C@H]21 | 12.9 | 0.1 | 8.5 | -1.1
O=[N+]([O-])c1ccc(C=NCC2COc3ccccc3O2)cc1 (configuration not stated) | -9.6 | -0.2 | -10.3 | -0.5
Clc1ccc2nc(CSc3nc4ccccc4[nH]3)cn2c1 | -4.8 | 0.0 | -41.2 | -0.6
CC(C)[C@H]1NC(=O)[C@H]2CN(C(=O)c3ccc(F)cc3)CCN2C1=O | 7.4 | 0.1 | -2.3 | 0.8
CCOC(=O)C1(CCOC)CCN(CC2CC=CCC2)CC1 (configuration not stated) | -3.1 | 0.1 | -0.7 | 0.8
COCCCNC(=S)NC(=O)c1ccc(Cl)cc1 | 11.1 | -0.1 | -70.2 | 2.5
Cc1ccc(S(=O)(=O)c2ccc(Cl)cc2)cc1S(=O)(=O)Nc1ccccn1 | -15.1 | 0.8 | 7.7 | -0.7
COc1ccc(CCn2c(=S)[nH]c3ccc(F)cc3c2=O)cc1OC | -0.8 | -0.1 | -11.4 | 2.4
COc1cccc(Nc2cnn(C34CC5CC(CC(C5)C3)C4)c(=O)c2Cl)c1 | 13.7 | 0.2 | -6.2 | 0.0
NN1C(=O)CN(c2ccccc2O)C1=O | 7.5 | 0.2 | 1.4 | 0.1
O=C1/C(=C/c2cccnc2)C(N2CCOCC2)=NN1c1ccc([N+](=O)[O-])cc1 | 8.8 | -0.4 | 7.1 | -0.6
COC(=O)CCC(=O)N1CCCC(C(=O)Nc2cccc(-c3ccc(F)cc3)c2)C1 (configuration not stated) | -7.5 | -0.1 | -3.9 | 0.2
COc1ccc(OCC(=O)Nc2ncc(Cc3ccc(F)cc3)s2)cc1 | 1.5 | 0.0 | 9.6 | -1.5
Cc1cccc(-n2c(SCC(=O)Nc3ccc(C)c(C)c3)nc3n[nH]c(C)c3c2=N)c1 | 0.6 | -0.1 | -3.8 | 0.0
Cn1ncc2c(Nc3ccc(F)cc3F)ncnc21 | 8.5 | -0.2 | -3.3 | -1.1
CCN(Cc1ccncc1)C(=O)CC1C(=O)NCCN1Cc1cccnc1 (configuration not stated) | 4.3 | 0.0 | -4.8 | 0.3
O=C(NCCCNC(=O)Nc1cccc(Cl)c1)Nc1cccc(Cl)c1 | 12.4 | 0.5 | 0.6 | -1.3
COc1ccc(C2C(C(=O)N3CCOCC3)c3ccccc3C(=O)N2C2CCCCC2)cc1 (configuration not stated) | 21.0 | 0.3 | 4.9 | 1.0
Cc1cc(C)nc(SCc2cc(=O)c(OC(=O)c3ccc(-c4ccccc4)cc3)co2)n1 | 10.2 | 0.0 | 8.1 | -1.2
O=C(Cn1cnc2ccccc21)NCc1nc(-c2ccccc2)no1 | -6.1 | 0.1 | 13.5 | 0.2
C/C(=N/NC(=O)CNC(=O)c1ccccc1F)c1cccc([N+](=O)[O-])c1 | -5.2 | 0.0 | 2.7 | 4.9
CCOc1ccccc1NC(=O)C(CCS(C)(=O)=O)NC(C)=O (configuration not stated) | 17.9 | 0.2 | 1.0 | -0.8
CN(C)c1nc2nonc2nc1NCCCn1cccn1 | 2.8 | -0.2 | 0.1 | 2.2
CCCCc1ccc(C(=O)Nc2ccc(Br)cc2)cc1 | 3.5 | -0.1 | -6.2 | -1.4
COc1ccc(NC(=O)c2cn(-c3ccccc3)nc2-c2ccc(OC)c(OC)c2)cc1 | -5.7 | 0.0 | 0.0 | 2.1
CCOC(=O)c1sc2nc(CC(=O)OC)nc(Nc3ccccc3F)c2c1C | -8.7 | -0.1 | -4.5 | -0.9
CCOC(=O)c1cccc(OCC(O)CNCC2CCCN2CC)c1 (configuration not stated) | 26.8 | -0.1 | -5.7 | 0.3
CS(=O)(=O)N(CC(=O)NC1CC1)c1cc(C(F)(F)F)ccc1Cl | 4.3 | 0.0 | -5.5 | 0.5
CC1(C)CC2(CC(C)(C)NC(=O)N2)NC(=O)N1 | 14.0 | 0.2 | 7.9 | 1.7
COc1cc(OC)c(OC)cc1CN1CCN(Cc2cccc(C)c2)CC1 | 83.1* | 0.2 | 0.0 | 0.5
CC(C)c1nnc(NC(=O)c2ccco2)s1 | -4.6 | 0.8 | -40.8 | -2.4
O=C(Cn1nnc(-c2ccccc2)n1)Nc1ccccc1[N+](=O)[O-] | 9.7 | 0.2 | 15.2 | 0.7
O=P(O)(O)O[C@@H]1[C@@H](OP(=O)(O)O)[C@@H](OP(=O)(O)O)[C@@H](O)[C@H](O)[C@H]1OP(=O)(O)O | -11.4 | / | / | -0.6
O=C(Nc1ccncc1)c1ccc(-c2ccccc2)cc1 | -7.7 | -0.1 | 7.6 | -0.5

Carrying on.
SMILES | MITF inh | FBW7 activator | TEAD-YAP inh | GPR151 activ
O=C(NC1CCN(Cc2ccccc2)CC1)c1cc(Nc2ccc(C(F)(F)F)cc2)nc2ccccc12 | 5.4 | -0.1 | 12.9 | 0.1
CCC(=O)NCc1ccc(-c2nc3ccccc3o2)cc1 | 1.6 | 0.1 | -24.2 | -5.1
COc1ccc(/C=N/n2cc(-c3ccc(OC)cc3)nc2N)cc1 | 2.6 | 0.0 | 0.2 | -1.5
COc1cccc(-c2cc(C(F)(F)F)n3nc(C(=O)NC(C)C)cc3n2)c1 | 1.4 | 0.1 | -4.3 | 0.2
N#Cc1cc2c(nc1S(=O)(=O)Cc1ccccc1)CCCC2 | -11.9 | -0.1 | -0.8 | 0.1
CC(C)N(C)Cc1nnnn1CC(=O)N(C)Cc1ccnc2ccccc12 | 13.8 | 0.0 | 1.6 | 1.3
COc1ccc(OC)c(-n2c(SCC(=O)C(C)(C)C)nc3c(sc(=S)n3-c3ccccc3)c2=O)c1 | 10.8 | 0.1 | 6.8 | -1.1
O=C(c1cccs1)N1CC(=O)N(CCc2ccccc2)C(=O)C1 | 3.9 | 0.4 | 4.8 | -0.2
CCn1c(=O)c(C(=O)NNC(=O)c2ccc(C)cc2)c(O)c2ccccc21 | 8.7 | 0.0 | -1.3 | -1.1
CCN(CC)C(=O)C1CCN(Cc2cc(OC)ccc2OC)CC1 | 48.8 | 0.6 | 7.9 | -0.3
COc1cc(C=O)ccc1OCC(=O)Nc1cccc(SC)c1 | 11.2 | -0.2 | -1.3 | 0.3
COC(=O)CC1Oc2ccccc2NC1=O (configuration not stated) | 1.6 | -0.1 | 6.8 | 0.8
Cc1cc(C)c(Nc2nc(=O)c3cccnc3s2)c([N+](=O)[O-])c1 | -3.2 | 0.0 | -1.8 | -1.2
O=C1CC(c2cccc([N+](=O)[O-])c2)Sc2nc(-c3ccc(F)cc3)nn21 (configuration not stated) | -3.7 | 0.0 | 8.7 | 0.3
Cn1cc(-c2cc(Nc3ccc(-n4cnc(N5CCC(O)CC5)n4)cc3)ncc2Cl)cn1 | 7.9 | 0.2 | 0.3 | 0.7
FC(F)(F)C(F)(F)c1nnc2c3ccccc3c(NCc3ccccc3)nn12 | 5.3 | 0.0 | -6.1 | -0.8
O=C(NC1CC1)c1nccc2ccccc12 | 0.1 | 0.1 | -8.9 | 1.0
CCN(CC)C(=O)CN(c1ccc(C)cc1C)S(=O)(=O)c1ccccc1 | 2.1 | 0.2 | 10.6 | -0.5
CN1CCN(C(=O)c2ccc3c(=O)n(C4CCCCC4)c(=S)[nH]c3c2)CC1 | 10.2 | 0.0 | 5.7 | 0.4
Cc1cc(Cl)ccc1OCC(=O)NCC(=O)N/N=C/c1ccccc1O | 5.6 | 0.1 | 1.6 | 1.2
CCN1CCN(C(=O)c2sc3ncnc(N4CCc5ccccc5C4)c3c2C)CC1 | 6.1 | -0.1 | 4.2 | 0.0
COc1cc(CN2CCN(C3CCCCC3C)CC2)cc(OC)c1OC (configuration not stated) | 73.8* | -0.2 | 6.5 | 1.2
COc1cc(/C=N\NC(N)=S)ccc1OCC(=O)O | -14.1 | -0.6 | 5.4 | -0.4
O=c1c2ccccc2nc(SCc2ccccc2Cl)n1CCN1CCOCC1 | 2.8 | 0.0 | 9.2 | 0.8
O=C(CSc1nc2ccccc2[nH]1)c1ccc2c(c1)Cc1ccccc1-2 | -4.8 | -0.1 | 3.1 | -0.9
C=CCOc1ccc(/C(O)=C2\C(=O)C(=O)N(c3nc(C)c(C(=O)OC)s3)C2c2ccc(C(C)(C)C)cc2)c(C)c1 (configuration not stated) | -0.1 | -0.2 | 5.7 | 0.1
COc1ccc(C(C)=O)cc1CSc1nc(NC2CCCCC2)c2ccccc2n1 | 80.3* | 0.0 | -2.0 | 1.4
CC(=O)Nc1cc(C(C)(C)C)c(O)c(C(C)(C)C)c1 | -4.6 | 0.1 | -4.4 | -0.4
Cc1nn(C)c(C)c1CNC(=O)c1cccc(Br)c1 | 2.1 | 0.2 | 16.5 | -0.1
Cc1ccc(C(=O)Nc2ccc(OC(=O)C3CCC(C(C)(C)C)CC3)cc2)cc1C (configuration not stated) | 7.7 | 0.4 | 13.5 | -1.3
CSc1ccc(C(=O)Nc2sccc2C#N)cc1 | -3.6 | -0.2 | -45.4 | -0.8
O=C1CC(=O)Nc2cc(S(=O)(=O)Nc3ccc(F)cc3)ccc2N1 | -22.4 | 0.1 | -5.1 | -0.1
O=P(O)(Cc1ccccc1O)c1ccccc1 | 0.1 | 0.1 | 0.2 | 0.4
COc1ccc(N(CC2CO2)S(=O)(=O)c2ccccc2)cc1 (configuration not stated) | -2.6 | 0.0 | -4.4 | 2.2
